# ELG1 repair inh: ELG1-dependent DNA repair inhibition | HEK293T ELG1-luciferase reporter, luminescence, 16 h; DNA damage induced by 5-fluorouridine | Potency, µM (series often up to 46.1 µM), without a hit: at the highest dose activity change, negative = inhibition, usual class: inhibitors | actives 2.3% (n = 330,000); further: potency means the concentration at half of the fitted maximal effect; on the % scale 0 is the no-effect control and ±100 the full control effect; nearly all actives have a fitted effect of over 55% in size
#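 Reporter activity after DNA damage by 5-fluorouridine is monitored. Compound-treated cells incubate 16 hr at 37 °C, then ONE-Glo is added for 30 min before luminescence reading.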
# B2AR arrestin: recruits beta-arrestin to the human beta2-adrenergic receptor; P07550; beta-arrestin recruitment to beta2AR, cell-based reporter; Potency, µM (doses to about 46.1 µM), without a hit: at the highest dose activation, usual class: activators; actives 0.02% (n = 330,000); AID 492947;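 further: potency means the concentration at half of the fitted maximal effect; 0% = DMSO controls and full agonism = EC100 isoproterenol or metaproterenol; nearly all actives have a fitted effect of over 65% in size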
# TSG101-PTAP inh: blocks PTAP/TSG101 interaction to inhibit HIV-1 budding; Q99816; Fluorescence polarization, FITC-PTAP peptide / Tsg101 binding; Potency, µM (series often up to 115 µM), for the others: top-dose activity change, negative = inhibition, actives largely listed as inhibitors; 340,000 tested, under 10 active; AID 493005; active means well fitted inhibition curve with a large enough effect in the main read-out, with a control signal flat, not every such curve was filed as active; inconclusive means small, poorly fitted or top-dose-only effect, or effect the other way, or a change in a side signal; inactive means no such curve, though single readings can be large or run the other way; further: potency means the concentration at half of the fitted maximal effect; % of control where 0% means no effect
#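 Compounds were pin-transferred onto Tsg101 binding domain (10 uM final) in HEPES pH 7.5 buffer, then FITC-PTAP peptide was added at 50 nM final. After 20 min at RT, polarization reported peptide displacement across a qHTS concentration series.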
# AT treatment: potential ataxia-telangiectasia treatments restoring KAP-1 phosphorylation | Potency, µM (titrated, usually from 57.5 µM), for inactives: top-dose activation, usual class: activators | AID 485349 | […] A-T fibroblasts, KAP-1 phosphorylation AlphaLISA; neocarzinostatin DNA damage 30 min before lysis | actives 0.19% (n = 320,000); further: potency means the concentration at half of the fitted maximal effect; % of control where 0% means no effect; nearly all actives have a fitted effect of over 45% in size
#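 hTERT-immortalized A-T patient fibroblasts ([…]), 500 cells/well in OPTI-MEM, 1% FBS, got compounds for 60 min, then NCS for 30 min at 37C. Lysates were then assayed for phospho-KAP-1 by AlphaLISA (anti-pKAP1 donor, anti-KAP1 acceptor beads), 6 hr at 25C.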
# TCR act: activates T cell receptor signaling; 330,000 tested, under 10 active; primary human leukocytes, anti-CD3, IL-2 HTRF, 48 h; Potency, µM (top dose mostly 9.22 µM), for the others: at the top dose activation of IL-2 secretion, usual class: activators; further: % of control where 0% means no effect
#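 TCR engagement came from a-CD3 beads alone, with compounds added to primary human leukocytes for 48 hr. Secreted IL-2 bridged europium cryptate- and d2-labelled anti-IL-2 antibodies, giving FRET emission at 665nm after 320nm excitation.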
# BRCA1 expr up: activators of BRCA1 expression. AID 624202. actives 1.1% (n = 380,000). Potency, µM (top dose mostly 46.1 µM), without a hit: at the highest dose activation, most hits filed as activators. MCF7-BRCA1-FFLuc reporter, luminescence, 48 h; response scale: scaled: vehicle 0%, 10 µM genistein 100%; further: potency means the concentration at half of the fitted maximal effect; nearly all actives have a fitted effect of over 80% in size; some results filed as inactive show a strong effect at the top dose
#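 MCF7-BRCA1-FFLuc cells, 2000/well in phenol-red-free MEM, attached 2 h then treated 48 h at 37 C. Luciferase luminescence read 15 min after reagent; normalized to genistein maximum activation (10microM) and DMSO, concentration-response fitted.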
# TRPV1 ag: agonists of human vanilloid receptor 1 (TRPV1); TRPV1-expressing cells, Fluo-8 calcium influx, agonist mode; activation, % at 8.33 µM; Q8NER1; AID 540275; actives 0.19% (n = 320,000); in the data active means activation above about 80%; inconclusive means between about 30% and that limit; further: 0% is about no effect
#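 Cells expressing TRPV1 were dye-loaded with Fluo-8 and read kinetically: 10 s baseline, 3 min after compound (agonist portion), then 2 min after EC20 capsaicin (allosteric enhancer portion). Calcium-bound dye fluorescence at 480/520 nm.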
# a7 integrin act: activates integrin-mediated alleviation for muscular dystrophy | alpha7betagal myoblasts, beta-gal FDG fluorescence, 48 h | Potency, µM (doses to about 38.3 µM), inactives show top-dose activation, hits mostly activators | actives 0.064% (n = 350,000);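 further: potency means the concentration at half of the fitted maximal effect; 100% = response of the positive control SU9516; nearly all actives have a fitted effect of over 60% in size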
#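 alpha7betagal+/- myoblasts (passage 13, 250/well) treated 48 h at 37C with compounds at 1:260 dilution of DMSO stock. Lysed, then beta-galactosidase activity read as FDG fluorescence (ex 480/em 540) after 30 min, with pre-read for autofluorescence.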
# MLL CXXC-DNA inh: MLL CXXC-DNA interaction inhibition; actives 0.037% (n = 290,000); MLL-CXXC / FITC-HOXA9 DNA fluorescence polarization; Potency, µM (titrated, usually from 115 µM), inactives show at the top dose activity change, negative = inhibition, actives largely listed as inhibitors; active means well fitted inhibition curve with a large enough effect in the polarisation, with a control signal flat, not every such curve was filed as active; inconclusive means small, poorly fitted or top-dose-only effect, or effect the other way, or a change in a side signal; inactive means no such curve, though single readings can be large or run the other way; the % refers to the polarisation; further: potency means the concentration at half of the fitted maximal effect
#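 Fluorescence polarization: 7 uM MLL-CXXC (stock) preincubated 5 min with compounds, then 50 nM fluorescein-HOX-A9 DNA (stock) added; 30 min ambient. Buffer 50 mM Tris-HCl pH 7.5, 50 mM NaCl, 1 mM DTT, 0.05% BSA.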
# p53 reactivation: mutant p53 re-activation in reporter cells; H1299 p53-A138V BP100-luciferase reporter, luminescence, 24 h; Potency, µM (series often up to 92.2 µM), inactives show at the highest dose activity change, positive = activation, actives largely listed as activators; actives 0.063% (n = 320,000); further: potency means the concentration at half of the fitted maximal effect; % of control where 0% means no effect; nearly all actives have a fitted effect of over 45% in size
#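 p53-null H1299 cells stably carrying temperature-sensitive p53-A138V and a BP100-luciferase reporter were pinned with compounds (4-point, 1:5 series) and held 24 hrs at 37 deg C. Luminescence was read 10 min after detection reagent.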
# * hit, by the source's call; ? = inconclusive; . = no result given; [ ] = dose if it differs, or a comment. Unless noted, the call rests on the fitted dose curve; in most records, active means well fitted curve in the direction sought with a large enough effect; inconclusive means small, poorly fitted or top-dose-only effect, or another doubt; inactive means no such curve, though single readings can be large; an effect the other way counts as inactive or inconclusive.
SMILES,ELG1 repair inh,B2AR arrestin,TSG101-PTAP inh,AT treatment,TCR act,BRCA1 expr up,TRPV1 ag,a7 integrin act,MLL CXXC-DNA inh,p53 reactivation
CC(C)=CCN1CCN(CCC2=C(C)CCCC2(C)C)CC1CCO (stereo unspecified),-6%,0.0%,-4%,0%,1%,3%,9,-35%,-17%,1%
COc1ccc(NC(=O)c2cccc3c2C(=O)c2ccc(-c4ccc(F)cc4OCc4ccccc4)cc2S3(=O)=O)cc1,5%,0.5%,-3%,1%,0%,-34%,.,-26%,.,-5%
CCNS(=O)(=O)c1ccc(CCC(=O)N2CCOCC2)cc1,-23%,-0.4%,-6%,6%,3%,0%,0,32%,-3%,3%
Cc1cc([N+](=O)[O-])nn1CC(=O)N1CCN(Cc2ccccc2)CC1,-7%,-0.1%,-1%,-3%,6%,2%,-4,-21%,4%,0%
Cc1occc1C(=O)Nc1c(F)cc(F)cc1Br,-1%,-0.4%,.,-6%,.,-8%,-3,-1%,8%,-6%
CC(=O)Nc1ccc(CN2CCN(C3CCCC3)C(CCO)C2)cc1 (stereo unspecified),-7%,3.7%,-5%,-9%,14%,9%,-2,?,-9%,2%
COc1ccccc1CNC(=O)N1CCN(S(=O)(=O)c2ccccc2)CC1,-6%,0.4%,-4%,0%,-6%,-6%,?,7%,24%,-1%
CC(C)CN(C(=O)CSc1ncnc2ccccc12)C1CCS(=O)(=O)C1 (stereo unspecified),-13%,-0.2%,-2%,2%,3%,-27%,2,-31%,.,2%
Cn1c(SCC(=O)Nc2ccc(NC(=O)c3ccccc3)cc2)nnc1-c1ccncc1,27%,-0.5%,1%,7%,-4%,13%,-1,-5%,7%,6%
CN(C(=O)COC(=O)c1ccc(=O)n(Cc2ccccc2)n1)c1ccccc1,8%,0.5%,-7%,4%,1%,-14%,4,?,?,7%
CCc1ccc(Nc2n[n+](C)c(-c3ccncc3)s2)cc1,29%,-0.1%,0%,-4%,0%,-10%,18,-19%,-9%,9%
Cc1ccc(C(=O)NCCCNC(=O)Cc2ccc(Cl)cc2)cn1,12%,0.1%,-1%,4%,.,3%,-7,-7%,.,-3%
COC(=O)c1ccc(CSc2nnnn2-c2ccccc2)o1,-7%,0.1%,-3%,7%,5%,-21%,2,5%,-12%,-6%
CCc1cc(C(=O)OC)c(NC(=O)c2cc(Br)cs2)s1,.,.,1%,.,-7%,-61%,1,-20%[7.66 µM],4%,.
COC(=O)c1cccc(N2C(=O)C(Cl)=C(N3CCOCC3)C2=O)c1,-1%,0.5%,-2%,-1%,8%,3%,29,-51%[inhibitor],-13%,-60%[inhibitor]
O=C(/C=C/c1ccccc1Cl)Nc1ccncc1,?,-0.1%,-4%,-8%,1%,8%,?,0%,15%,?
COc1cc(C(=O)Nc2ccc(Oc3ncnc4sc(-c5ccccc5)cc34)cc2)cc(OC)c1OC,?,-0.8%,0%,1%,-1%[46.1 µM],-11%,-2,6%,4%,1%
CC(=O)c1ccccc1OCCCN1CCCCC1,17%,-0.1%,-5%,4%,-7%,27%,3,5%,6%,26%
O=S(=O)(NCc1csc(-c2cccnc2)n1)c1ccc(Cl)s1,-11%,-0.1%,-1%,3%,-7%,-3%,0,2%,8%,2%
CCOC(=O)C1C(=O)OC(C)(C)C1C(CC)C(=O)c1ccccc1 (stereo unspecified),-4%,-0.2%,0%,8%,2%,-1%,-4,?,-4%,-6%
CN1CCN(c2nc3c(c(=O)n(C)c(=O)n3C)n2Cc2ccccc2Cl)CC1,3%,-0.1%,-4%,2%,13%,5%,-3,-45%,-2%,.
Cc1cccc(NC(=O)c2ccc3nccnc3c2)n1,?,0.0%,-1%,-6%,-7%,13µM*,0,21%,20%,12%
Cc1ccc2nc(CSc3nnc(-c4ccncc4)n3C)cc(=O)n2c1,-8%,-0.1%,0%,-1%,3%,-6%,-3,15%,1%,-9%
Cc1ccc(NC(=S)N(CCN(C)C)Cc2cc3cc(C)cc(C)c3[nH]c2=O)cc1,3%,-0.3%,-9%,2%,-12%,-20%,0,-15%,0%,4%
COc1ccc(S(=O)(=O)NCCC(=O)NC(C)c2ccccc2)cc1 (stereo unspecified),-4%,0.6%,-4%,7%,3%,1%,-1,15%,17%,11%
O=C(NCc1ccc2c(c1)OCO2)C(=S)N1CCOCC1,2%,-0.9%,2%,4%,5%,-23%,1,-2%,8%,1%
CCOC(=O)C1CCN(C(=O)CCNC(=O)Cn2ccc3ccccc3c2=O)CC1,0%,0.0%,-5%,-2%,-3%,-11%,-3,-6%[7.66 µM],0%,1%
C/C(=N\NC(=O)C12CCC(C)(C(=O)O1)C2(C)C)c1ccccc1O (stereo unspecified),21µM*,0.8%,-3%,-4%,-2%,-58%,1,2%,-3%,18%
O=[N+]([O-])c1cc(S(=O)(=O)/N=C(/c2ccccc2)N2CCOCC2)ccc1Cl,1%,0.2%,0%,-7%,14%,-27%,?,-8%,14%,20%
COc1ccccc1CCNC(=O)c1ccc2nc[nH]c2c1,?,0.3%,-4%,2%,3%,16%,2,-14%,-1%,6%
CCn1c(=O)n(CC)c2cc(S(N)(=O)=O)ccc21,3%,0.2%,-3%,6%,-2%,-4%,2,5%,-9%,-5%
O=C1CC(c2ccccc2)CN1C(=O)c1cccc([N+](=O)[O-])c1 (stereo unspecified),-8%,-0.9%,-1%,13%,-6%[46.1 µM],32%,24,30%,-2%,5%
CCOc1ccc2nc(NC(=O)CN3CCOCC3)sc2c1,?,0.1%,-1%,2%,-4%,65%,1,?,-4%,14%
O=C(CCCOc1ccc(Cl)cc1Cl)Nc1nnc(C2CC2)s1,?,0.2%,0%,0%,-1%,-6%,-1,0%,2%,-3%
Cc1cc(OCC(=O)c2ccc(F)cc2)ccc1N1C(=O)CCC1=O,?,0.0%,-9%,6%,-2%,1%,1,12%,-5%,17%
COCCSc1nnc(NC(=O)c2cc(OC)c(OC)cc2[N+](=O)[O-])s1,6%,-0.2%,-6%,3%,6%,-16%,-3,9%,-5%,3%
CN(C)/C=C(\c1cnc(Cl)s1)S(=O)(=O)c1ccccc1,-5%,0.2%,-3%,0%,2%,-6%,-1,-8%,-10%,0%
CCCCn1c(SCC(=O)N2CCOCC2)nnc1-c1cccs1,-14%,-0.4%,-4%,14%,-5%,10%,-7,-14%,7%,-3%
Cc1cccc(C)c1OCCOC(=O)c1cccc(S(=O)(=O)N2CCOCC2)c1,?,0.1%,0%,7%,-3%,-24%,?,-24%,.,-9%
Cc1cc(C)nc(Nc2ncc(O)n2-c2ccc(C)c(C)c2)n1,-6%,4.2%,0%,-8%,4%,-22%,-2,-9%,-10%,4%
COc1nc(N)c(S(=O)(=O)c2ccccc2)cc1C#N,20%,-0.2%,5%,8%,.,1%,1,34%[7.66 µM],-2%,-4%
COc1ccc(-c2csc(NC(=O)C3CSC4(C)CCC(=O)N34)n2)cc1 (stereo unspecified),?,0.0%,-3%,-5%,-5%,-10%,-1,-8%,.,-5%
C[C@H](NC(=O)[C@@H]1Cc2ccccc2CN1)C(=O)NC1CCCC1,-10%,0.2%,1%,11%,-1%,2%,0,-2%,1%,-4%
CCc1ccc(NS(=O)(=O)c2ccc(C)c(C(=O)N3CCOCC3)c2)cc1,2%,-0.6%,-2%,-2%,-8%,14%,1,?,12%,1%
C(=N\Nc1nc2ccccc2[nH]1)/c1cccc2cccnc12,?,14%,-3%,3%,5%,-38%,16,-14%,?,?
CC(CC(=O)Nc1cccnc1)c1ccccc1 (stereo unspecified),-2%,-1.1%,-11%,3%,-2%,0%,?,-31%,-4%,3%
O=C(CN1c2cccc3cccc(c23)S1(=O)=O)Nc1ccc(S(=O)(=O)N2CCOCC2)cc1,?,0.3%,0%,-3%,-2%[46.1 µM],1%,1,-3%,-4%,1%
Cc1ccccc1OCC(=O)Nc1ccccc1C(=O)N1CCCCC1,-6%,-0.1%,2%,5%,0%,56%,17,10%,1%,4%
Cc1ccc(OCCCCN2CCC(C)CC2)cc1,-1%,0.5%,-1%,43%,1%,-24%,0,-9%,6%,-5%
CCOC(=O)N1CCN(C(=O)Nc2ccc3nc(C)sc3c2)CC1,-2%,0.1%,-4%,2%,8%,28%,-4,-4%,-3%,4%
O=C(O)c1ccc(F)c(S(=O)(=O)Nc2ccccc2)c1,-2%,0.3%,-7%,32%,-6%,-1%,-2,33%,-1%,-1%
Cc1cc(C)nc(Sc2ccc3nnnn3n2)n1,8%,-1.6%,-2%,8%,-456%,-20%,-2,-33%[inhibitor],5%,?

# Screens deposited in PubChem by National Center for Advancing Translational Sciences (NCATS).
